# Rab2 wt GTP: modulators of GTP binding to Rab2A wildtype, primary screen, biochemical, dog, bead-based flow cytometry, multiplex. hit rate 0.19% among 190,000. GST-Rab2 wt beads, Bodipy-GTP binding. AID 760, 2007. Ras-related protein Rab-2A (Canis lupus familiaris), P61105. GTP binding activity, % at 10 µM;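 active = GTP binding activity at least 20 points away from 100%, either lowered or raised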;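 also: 0% = beads with excess unlabeled GTP and 100% = no-compound control corrected for plate trend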
# Rac1 wt modul: wildtype Rac1 GTP binding modulators, primary screen, biochemical, GST-Rac1 beads, flow cytometry, multiplex; fluorescent GTP binding; actives lie on both sides; 0 = cold GTP competed, 100 = untreated; GTP binding activity (% of control), % at 10 µM; AID 757, 2007; Ras-related C3 botulinum toxin substrate 1 (Homo sapiens), P63000; hit rate 0.27% among 190,000;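 active = GTP binding activity at least 20 points away from the 100% control level, either lower or higher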
# Rab7 wt modul: modulators of GTP binding to Rab7, primary screen, biochemical, wildtype, multiplex bead flow cytometry; GST-Rab7 beads, fluorescent GTP binding; actives lie on both sides; untreated = 100%, excess cold GTP = 0%; hit rate 0.055% among 190,000; GTP binding activity (percent of control), % at 10 µM; Rab7 GTPase wild type (dog), Bodipy-FL-GTP binding;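 active = fluorescent GTP binding to Rab7 beads changed by at least 20 points from the 100% baseline, either direction, mostly lower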;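 also: median green fluorescence of bound Bodipy-FL-GTP per Rab7 bead population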
# Bcl-W Bim block: inhibitors of Bim binding to Bcl-W, primary screen, biochemical, multiplexed, bead-based flow cytometry | hit rate 0.02% among 190,000 | Bcl-2-like protein 2 (Homo sapiens), Q92843 | inhibition, % at 10 µM | Bim peptide-Bcl-W binding | AID 952, 2007;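 also: 0% = bound tracer without compound and 100% = peptide blocker; higher means less fluorescent Bim peptide bound to Bcl-W beads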
# Target sequence (Q92843 whole entry, looked up): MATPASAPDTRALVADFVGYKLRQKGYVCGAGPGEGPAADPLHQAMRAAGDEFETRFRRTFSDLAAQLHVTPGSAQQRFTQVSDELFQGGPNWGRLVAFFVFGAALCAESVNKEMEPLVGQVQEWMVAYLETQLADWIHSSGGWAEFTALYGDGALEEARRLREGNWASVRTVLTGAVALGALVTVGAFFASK
# Bim-Bfl-1: inhibitors of Bim binding to Bfl-1, primary screen, biochemical, multiplexed, bead-based flow cytometry | inhibition, % at 10 µM | Bim-Bfl-1 binding inhibition | Bcl-2-related protein A1 (Homo sapiens), Q16548 | AID 1008, 2008 | hit rate 0.12% among 190,000;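 also: 0% = wells without compound plus tracer and 100% = blocker peptide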
# HRas wt GTP bind: modulators of GTP binding to HRas wildtype, primary screen, biochemical, bead-based flow cytometry, multiplex. GTPase HRas (Homo sapiens), P01112. GST-Ras wt beads, Bodipy-FL-GTP binding; actives lie on both sides. GTP binding activity, % at 10 µM. hit rate 0.14% among 190,000. AID 759, 2007;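 active = GTP binding activity at least 20% away from the 100% baseline, either lowered as inhibitor or raised as activator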;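 also: 0% = unlabeled GTP competition control and 100% = no-compound control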
# Rac1 mut GTP: GTP binding modulators of activated mutant Rac1, primary screen, biochemical, bead-based flow cytometry, multiplex, fluorescent GTP. GST-Rac1 activated beads; actives lie on both sides; 100% means binding = to untreated wells. percent activity (GTP binding), % at 10 µM. hit rate 0.11% among 190,000;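 active = GTP binding at least 20 percentage points away from the 100% baseline, in either direction, so actives lie on both sides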
# Cdc42 wt GTP: modulators of GTP binding to wildtype Cdc42, primary screen, biochemical, multiplex bead flow cytometry, Bodipy-GTP; hit rate 0.2% among 190,000; Cell division control protein 42 homolog (Homo sapiens), P60953; GST-Cdc42 beads; actives lie on both sides; percent activity (GTP binding), % at 10 µM;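 active = percent activity GTP binding at least 20 points away from the 100% baseline, either down as inhibitor or up as activator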;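 also: median bead fluorescence of bound Bodipy-FL-GTP at 100 nM; 0% = excess unlabeled GTP control and 100% = no compound control; below 100% means less GTP binding so inhibitor and above means activator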
# Target sequence (P60953 whole entry, looked up): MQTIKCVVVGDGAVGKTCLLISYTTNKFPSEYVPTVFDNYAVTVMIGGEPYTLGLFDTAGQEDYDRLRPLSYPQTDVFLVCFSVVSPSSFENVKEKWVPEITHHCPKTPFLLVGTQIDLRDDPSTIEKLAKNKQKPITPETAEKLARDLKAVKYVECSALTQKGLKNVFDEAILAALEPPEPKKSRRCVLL
# Bim-Bcl-B: inhibitors of Bim-Bcl-B binding, primary screen, biochemical, multiplexed, human Bcl-2 family | hit rate 0.073% among 190,000 | bead-based flow cytometry, Bim peptide-Bcl-B binding | inhibition, % at 10 µM | Bcl-2-like protein 10 (Homo sapiens), Q9HD36;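 also: 0% = tracer peptide without compound and 100% = reference inhibitor peptide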
# Target sequence (Q9HD36 whole entry, looked up): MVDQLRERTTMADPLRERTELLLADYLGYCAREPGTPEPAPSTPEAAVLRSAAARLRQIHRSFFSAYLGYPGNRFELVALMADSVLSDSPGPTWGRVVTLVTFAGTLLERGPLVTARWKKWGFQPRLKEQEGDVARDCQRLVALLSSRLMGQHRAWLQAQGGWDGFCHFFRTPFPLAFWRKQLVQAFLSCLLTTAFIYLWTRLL
# Bim-Bcl-XL: inhibitors of Bim-Bcl-XL binding, primary screen, biochemical, multiplexed, bead flow cytometry, human Bcl-XL. Bcl-2-like protein 1 (Homo sapiens), Q07817. Bim peptide-Bcl-XL binding, fluorescence. inhibition, % at 10 µM. hit rate 0.04% among 190,000. AID 1007, 2008
# Bcl-2 Bim block: inhibitors of Bim-Bcl-2 binding, primary screen, biochemical, multiplexed, human Bcl-2 family; hit rate 0.06% among 190,000; Apoptosis regulator Bcl-2 (Homo sapiens), P10415; Bead-based flow cytometry, Bim peptide-Bcl-2 binding; inhibition, % at 10 µM; AID 950, 2007; in the data active = inhibition above about 40%;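 also: 0% = no compound wells with probe peptide and 100% = reference peptide inhibitor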
# Target sequence (P10415 whole entry, looked up): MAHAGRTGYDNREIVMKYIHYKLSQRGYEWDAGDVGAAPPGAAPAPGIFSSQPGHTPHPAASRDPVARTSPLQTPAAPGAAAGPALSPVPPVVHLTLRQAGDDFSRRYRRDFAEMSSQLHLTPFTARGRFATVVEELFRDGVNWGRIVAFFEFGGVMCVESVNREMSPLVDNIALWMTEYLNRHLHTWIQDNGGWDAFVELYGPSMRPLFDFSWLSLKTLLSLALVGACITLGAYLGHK
# Starred values were filed as active, the others as inactive. Rule as the data show it, unless noted: active = inhibition above about 40%. Rows are unselected, and some 0.62% of all compounds hit somewhere here.
# The line under a structure holds: Rac1 mut GTP | Bim-Bcl-B | Rab7 wt modul | HRas wt GTP bind | Rac1 wt modul | Rab2 wt GTP | Bcl-2 Bim block | Bcl-W Bim block | Bim-Bfl-1 | Bim-Bcl-XL | Cdc42 wt GTP
O=C(CC(=O)NN=C1CCCC1)NCCc1ccccc1
    97.0 | 0.0 | 101.0 | 99.0 | 98.0 | 99.0 | -1.0 | -3.0 | -2.0 | -2.0 | 98.0
O=C(NC(=S)Nc1ccc2oc(-c3cccnc3)nc2c1)c1cccc(Cl)c1
    99.0 | -3.0 | 100.0 | 99.0 | 103.0 | 100.0 | -3.0 | 0.0 | -5.0 | 0.0 | 98.0
Cc1ccc(OCC(=O)N2CCN(c3nnc(-c4ccc(C)cc4)c4ccccc34)CC2)cc1
    99.0 | -1.0 | 100.0 | 100.0 | 101.0 | 98.0 | -9.0 | 2.0 | -9.0 | -10.0 | 101.0
COc1ccccc1N1C(=O)c2ccccc2NC1C(OC)OC (stereo not given)
    98.0 | -5.0 | 104.0 | 101.0 | 100.0 | 102.0 | 0.0 | -2.0 | 0.0 | -5.0 | 99.0
O=C(NCc1ccco1)C1CCCN1C(=O)Nc1ccccc1 (stereo not given)
    98.0 | -4.0 | 105.0 | 101.0 | 101.0 | 100.0 | -1.0 | 1.0 | -2.0 | 1.0 | 99.0
O=C(Nc1nccs1)c1cnccn1
    104.0 | 1.0 | 103.0 | 106.0 | 106.0 | 103.0 | -5.0 | 0.0 | -10.0 | -4.0 | 106.0
COc1ccc(NC(=O)CSc2nnc(-c3ccccc3F)n2C2CC2)cc1S(N)(=O)=O
    98.0 | -5.0 | 105.0 | 96.0 | 99.0 | 97.0 | 0.0 | 1.0 | 1.0 | -2.0 | 97.0
Cn1c(=O)c(-c2ccccc2)nn2c3ccccc3nc12
    110.0 | -2.0 | 111.0 | 113.0 | 118.0 | 116.0 | -3.0 | 3.0 | -2.0 | -7.0 | 115.0
CN(C)CCCN(Cc1ccccc1)C(=S)Nc1cccc(C(F)(F)F)c1
    99.0 | -14.0 | 103.0 | 100.0 | 101.0 | 100.0 | -6.0 | -3.0 | -1.0 | -9.0 | 100.0
O=C(Cc1ccccc1)Nc1cc(C(=O)c2ccccc2)ccc1N1CCOCC1
    97.0 | 0.0 | 104.0 | 103.0 | 102.0 | 100.0 | -3.0 | 0.0 | 0.0 | 0.0 | 98.0
O=C(C1CCN(S(=O)(=O)c2ccccc2)CC1)N1CCOCC1
    97.0 | -6.0 | 101.0 | 104.0 | 105.0 | 100.0 | -8.0 | 3.0 | -9.0 | -5.0 | 102.0
CCN(CC)CCSc1nc(O)c(-c2ccccc2)c(=O)n1-c1ccccc1
    97.0 | 0.0 | 104.0 | 102.0 | 100.0 | 105.0 | 1.0 | 0.0 | -5.0 | 4.0 | 104.0
CCOC(=O)N1CCN(C(=O)CN(c2ccc(OC)c(OC)c2)S(C)(=O)=O)CC1
    97.0 | -5.0 | 95.0 | 96.0 | 97.0 | 96.0 | -5.0 | 0.0 | -8.0 | 1.0 | 98.0
O=C(/C=C\c1ccc2c(c1)OCO2)Nc1c2c(nn1-c1ccc(Cl)cc1)CSC2
    96.0 | -4.0 | 103.0 | 97.0 | 103.0 | 100.0 | 0.0 | -2.0 | 3.0 | -5.0 | 100.0
Cc1nc(SCC(=O)NC(=O)NCCC(C)C)c2c(-c3cccs3)csc2n1
    98.0 | -6.0 | 97.0 | 100.0 | 101.0 | 97.0 | -8.0 | -12.0 | -3.0 | -5.0 | 105.0
COc1ccc([N+](=O)[O-])cc1N(CC(O)CN1CCCC1)S(=O)(=O)c1ccc(C)cc1 (stereo not given)
    96.0 | -4.0 | 102.0 | 97.0 | 97.0 | 98.0 | 0.0 | -2.0 | -4.0 | -2.0 | 97.0
O=C(c1ccncc1)N(c1ccc2oc3c(c2c1)CCCC3)S(=O)(=O)c1cccc([N+](=O)[O-])c1
    95.0 | 1.0 | 95.0 | 96.0 | 100.0 | 94.0 | -2.0 | 0.0 | 1.0 | 0.0 | 100.0
O=C(O)CCCN1C(=O)C2C3CCC(O3)C2C1=O (stereo not given)
    97.0 | -10.0 | 98.0 | 98.0 | 97.0 | 99.0 | -10.0 | -6.0 | -12.0 | -6.0 | 96.0
CCOc1cccc2c1OC1(CCCCC1)N1N=C(c3cccnc3)CC21 (stereo not given)
    98.0 | -5.0 | 98.0 | 97.0 | 103.0 | 96.0 | -4.0 | -4.0 | -2.0 | -6.0 | 101.0
Cc1c(O)c(CN2CCCC2)cc2c1oc(=O)c1ccccc12
    99.0 | -9.0 | 102.0 | 100.0 | 104.0 | 102.0 | -6.0 | 0.0 | -5.0 | -4.0 | 103.0

# Structures listed so far containing nitrogen in an aromatic ring, in the order listed:
# The line under a structure holds: Rac1 mut GTP | Bim-Bcl-B | Rab7 wt modul | HRas wt GTP bind | Rac1 wt modul | Rab2 wt GTP | Bcl-2 Bim block | Bcl-W Bim block | Bim-Bfl-1 | Bim-Bcl-XL | Cdc42 wt GTP
O=C(NC(=S)Nc1ccc2oc(-c3cccnc3)nc2c1)c1cccc(Cl)c1
    99.0 | -3.0 | 100.0 | 99.0 | 103.0 | 100.0 | -3.0 | 0.0 | -5.0 | 0.0 | 98.0
Cc1ccc(OCC(=O)N2CCN(c3nnc(-c4ccc(C)cc4)c4ccccc34)CC2)cc1
    99.0 | -1.0 | 100.0 | 100.0 | 101.0 | 98.0 | -9.0 | 2.0 | -9.0 | -10.0 | 101.0
O=C(Nc1nccs1)c1cnccn1
    104.0 | 1.0 | 103.0 | 106.0 | 106.0 | 103.0 | -5.0 | 0.0 | -10.0 | -4.0 | 106.0
COc1ccc(NC(=O)CSc2nnc(-c3ccccc3F)n2C2CC2)cc1S(N)(=O)=O
    98.0 | -5.0 | 105.0 | 96.0 | 99.0 | 97.0 | 0.0 | 1.0 | 1.0 | -2.0 | 97.0
Cn1c(=O)c(-c2ccccc2)nn2c3ccccc3nc12
    110.0 | -2.0 | 111.0 | 113.0 | 118.0 | 116.0 | -3.0 | 3.0 | -2.0 | -7.0 | 115.0
CCN(CC)CCSc1nc(O)c(-c2ccccc2)c(=O)n1-c1ccccc1
    97.0 | 0.0 | 104.0 | 102.0 | 100.0 | 105.0 | 1.0 | 0.0 | -5.0 | 4.0 | 104.0
O=C(/C=C\c1ccc2c(c1)OCO2)Nc1c2c(nn1-c1ccc(Cl)cc1)CSC2
    96.0 | -4.0 | 103.0 | 97.0 | 103.0 | 100.0 | 0.0 | -2.0 | 3.0 | -5.0 | 100.0
Cc1nc(SCC(=O)NC(=O)NCCC(C)C)c2c(-c3cccs3)csc2n1
    98.0 | -6.0 | 97.0 | 100.0 | 101.0 | 97.0 | -8.0 | -12.0 | -3.0 | -5.0 | 105.0
O=C(c1ccncc1)N(c1ccc2oc3c(c2c1)CCCC3)S(=O)(=O)c1cccc([N+](=O)[O-])c1
    95.0 | 1.0 | 95.0 | 96.0 | 100.0 | 94.0 | -2.0 | 0.0 | 1.0 | 0.0 | 100.0
CCOc1cccc2c1OC1(CCCCC1)N1N=C(c3cccnc3)CC21 (stereo not given)
    98.0 | -5.0 | 98.0 | 97.0 | 103.0 | 96.0 | -4.0 | -4.0 | -2.0 | -6.0 | 101.0

# Screens (PubChem BioAssay)
